CFTR F508del cor = CFTR F508del correction in bronchial cells; CFBE cells, YFP halide quenching; stimulated with forskolin plus potentiator P3; % fluorescence drop versus neutral controls; activity (quench increase), % at 7.58 µM; 350,000 tested, 0.36% active;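 active = mean added fluorescence quench of at least 8% versus neutral control, with both replicates also reaching 8%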;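 also: cells transiently co-express mutant CFTR-F508del with the halide-sensitive YFP; corrector assay measuring rescue of mutant channel to the surface after 24 h compound exposure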
PGC1a acetyl inh = modulators of PGC1a acetylation; AID 651687; U2OS PGC1a acetylation, AlphaScreen anti-acetyl-lysine; with virally co-expressed GCN5 acetyltransferase; 350,000 tested, 0.17% active; inhibition, % at 15.6 µM;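 active = every replicate shows inhibition of at least 40%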;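 also: 0% = neutral control wells and 100% = positive control wells; some results beyond the cut were filed as inactive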
Cneo AK release = Cryptococcus neoformans lysis via adenylate kinase release; 360,000 tested, 0.2% active; lysis activity, % at 15 µM; C. neoformans lysis, adenylate kinase release luminescence, 4 h; normalised: neutral wells 0, clomiphene wells 100; AID 651654;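 active = mean lysis activity across replicates of at least 80%, whatever share of replicates individually reach that level; inactive = mean lysis activity below 80%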
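read-out = cell lysis signal | test system = log-phase Cryptococcus neoformans yeast cells | input = cells at 5 × 10^6 per mL | medium = fresh YPD growth medium | signal = luminescent adenylate kinase detection reagent | timing = 4 h at 37 °C static, read 1 h later | dosing = single dose | controls = Clomiphene as positive lysis control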
FN deposition inh = fibronectin deposition inhibition | AH1F fibroblasts, Alexa488-fibronectin deposition fluorescence, overnight | inhibition, % at 12.6 µM | 350,000 tested, 0.086% active | AID 743247;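 active = mean inhibition across replicates of 30% or more, regardless of how many single replicates reach that level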;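 also: positive control wells lacked labelled fibronectin entirely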
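Measured by – fluorescence 485/525 nm · System – AH1F fibroblast monolayer, labelled fibronectin deposition · Amount – 10000 cells per well · Buffer or medium – serum-reduced DMEM (2% serum) · Doses – single dose, pinned · Also added – fluorescent fibronectin at 24 nM final · Schedule – 1 h cell attachment, overnight exposure to compound and label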
GSIS activator = GLuc luminescence reporter in INS-1E cells, primary screen for activators of glucose-dependent secretion of insulin; 370,000 tested, 0.61% active; activation, % at 16.6 µM; AID 743287; INS-1E GLuc reporter insulin secretion, 2-3 h;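 active = lowest replicate activation of at least 40%, so every replicate reaches that level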;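 also: 0% = median of neutral control wells and 100% = median of IBMX positive control wells; some compounds called inactive have numbers as strong as hits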
Statin myotox sup = protects C2C12 myotubes from simvastatin toxicity | rescue of ATP level, % at 7.49 µM | ATP luminescence, 48 h; scaled: DMSO 0, geranylgeraniol control 100 | AID 602340 | 330,000 tested, 0.78% active;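 active = mean ATP rescue above about 67%, or every replicate alone reaching that limit, limit read from the data, passing the limit was not always enough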;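 also: myotubes were challenged with 10 µM simvastatin during compound exposure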
PglD DTNB = blocks C. jejuni PglD acetyltransferase activity | purified PglD enzyme, DTNB colorimetric CoA detection | inhibition, % at 12.5 µM | 360,000 tested, 0.098% active; in the data active = inhibition above about 16%, passing the limit was not always enough; also: strong numbers were not always called active
miR-122 sensor = miR-122 inhibition in Huh7 cells; activation (reporter increase), % at 12.5 µM; AID 602342; 340,000 tested, 0.3% active; Huh7 miR-122 Renilla luciferase sensor, 48 h; neutral wells = 0, positive control = 100;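 active = mean replicate activation score at least 90 and every replicate individually at or above 90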;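 also: higher luciferase means less miR-122 activity so hits act as miR-122 inhibitors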
Active calls of the source: *; x = not tested or not shown; [ ] = another dose, or the depositor's remark.

entry	SMILES	PGC1a acetyl inh	Statin myotox sup	GSIS activator	FN deposition inh
1	COCCC(=O)N1CCC(Oc2ccc(C(=O)N3CCCC(OC)C3)cc2)CC1 (stereo unspecified)	-7	-4	16	2
2	CO[C@@H](CN(C)Cc1ccc2c(c1)OCO2)[C@H](C)CN(C(=O)c1ccccc1)[C@@H](C)CO	1	5	15	-8
3	COc1ccccc1-c1csc(C(NC(C)=O)c2ccccc2)n1 (stereo unspecified)	-6	-3	21	6
4	COc1ccc(-c2cc(NC=O)c3ncc(-c4ccc(C(C)=O)cc4)n3c2)cc1OC	-8	-20	28	-2
5	Cc1noc(C)c1NC(=O)Nc1ccc2c(c1)CC(=O)N([C@H](C)CO)C[C@H](C)[C@@H](CN(C)S(=O)(=O)c1cn(C)cn1)O2	1	9	10	-17
6	O=C(Nc1ccc(S(=O)(=O)N2CCOCC2)cc1)c1cc(-c2ccccc2O)n[nH]1	1	-30	0	12
7	CNC(=O)C[C@@H]1CC[C@H]2[C@@H](COc3ccc(NC(=O)Nc4ccc(Cl)cc4)cc3C(=O)N2C)O1	-4	-28	-13	1
8	O=C(Cc1ccncc1)NCC[C@H]1CC[C@H](NC(=O)Nc2cccc(F)c2)[C@H](CO)O1	8	1	-2	13

entry	miR-122 sensor	Cneo AK release	CFTR F508del cor	PglD DTNB
1	1	-1	1.6	0
2	x	-1	-1.1	0
3	-4	3	-0.9	2
4	x	1	-0.6	4
5	-4[16.7 µM]	0	-0.3	0
6	18	0	-0.6	-5
7	25[16.7 µM]	-2	-1.6	6
8	x	-1	2.4	3

entry	SMILES	PGC1a acetyl inh	Statin myotox sup	GSIS activator	FN deposition inh
9	O=C(O)c1cc(N/N=C/c2cccc3ccccc23)ccc1Cl	x	1	0	-13
10	CC(C)CC(=O)NC(NC(=S)Nc1ccccc1)C(Cl)(Cl)Cl (stereo unspecified)	x	-1	-8	-3
11	CCOC(=O)c1nnn2c1nc(N1CCOCC1)c1ccccc12	8	x	x	2
12	COC(=O)CCC(=O)N1CCOCCOCCN(C(=O)CCC(=O)OC)CCOCCOCC1	9	x	x	x
13	CCOC(=O)C1=C(CC)OC(N)=C(C#N)C1c1ccc(OC)c(OC)c1OC (stereo unspecified)	-6	-1	-8	-1
14	CCOc1ccc(C(=O)NN2CCOCC2)cc1	5	-1	11	-2
15	CN(Cc1ccccc1)C(=O)C1CCCN1S(=O)(=O)c1ccc2c(c1)n(C)c(=O)c(=O)n2C (stereo unspecified)	-3	1	-10	-18
16	CCCCN(C(=O)CSCC(=O)Nc1ccc(OC)cc1)c1c(N)n(CC(C)C)c(=O)[nH]c1=O	3	24	-4	-8

entry	miR-122 sensor	Cneo AK release	CFTR F508del cor	PglD DTNB
9	0	0	2.8	-8
10	2	7	-1.3	-1
11	1	2	-0.2	-2
12	-1	2	x	4
13	2	1	-0.6	6
14	0	0	0.2	2
15	0	-1	2.9	4
16	1	0	-0.4	2

entry	SMILES	PGC1a acetyl inh	Statin myotox sup	GSIS activator	FN deposition inh
17	CCCCc1nnc(SCCSc2nnc(CCCC)n2N)n1N	5	-3	x	-4
18	COc1cc(-c2noc(C)c2C(=O)NCCCN2CCCC2=O)cc(OC)c1OC	2	1	23	20
19	Cc1n[nH]c(C)c1Sc1ccccc1[N+](=O)[O-]	3	x	-10	0
20	COc1ccc(CNC(=O)CN2C(=O)c3ccc([N+](=O)[O-])cc3C2=O)cc1	2	21	11	2
21	Cn1c(SCC(=O)N2CCCc3ccccc32)nnc1-c1c[nH]c2ccccc12	-1	x	x	x
22	COc1cccc(C2=NOC(C(=O)NCCN3CCOCC3)C2)c1 (stereo unspecified)	8	4	21	-5
23	OCC1(Cc2cccc(Cl)c2)CCCN(Cc2ccc3cc(F)ccc3n2)C1 (stereo unspecified)	8	2	-4	x
24	CC1Cc2ccccc2N1C(=S)NC(=O)c1ccc(Cl)cc1Cl (stereo unspecified)	-2	x	-5	5

entry	miR-122 sensor	Cneo AK release	CFTR F508del cor	PglD DTNB
17	0	-1	x	3
18	-3	-1	-2.3	-2
19	x	x	2.0	x
20	-9	2	0.2	-3
21	6	1	x	-5
22	x	3	x	2
23	-4	-12	-0.7	2
24	-3	0	-0.1	-4

entry	SMILES	PGC1a acetyl inh	Statin myotox sup	GSIS activator	FN deposition inh
25	Cc1ccc(S(=O)(=O)Nc2ccc3c(c2)C(=O)N([C@H](C)CO)C[C@@H](C)[C@@H](CN(C)C(=O)C2CCCCC2)OCCCC[C@@H](C)O3)cc1	-7	x	-22	-5
26	COc1cc(O)c(C(C)=O)cc1OC	-12	1	x	x
27	Cc1ccc(-c2ccc3c(c2)O[C@@H](CN(C)C(=O)Nc2ccc(C(F)(F)F)cc2)[C@H](C)CN([C@H](C)CO)S3(=O)=O)cc1	5	x	-8	2
28	CN1CCN(C(=O)C[C@H]2CC[C@@H]3[C@H](COC[C@H](O)CN3C(=O)c3ccccc3F)O2)CC1	2	-12	-4	-17
29	COc1ccc(NC(=O)Nc2ccc3c(c2)CC(=O)N([C@@H](C)CO)C[C@H](C)[C@@H](CN(C)S(=O)(=O)c2ccccc2)O3)cc1	-8	-50	6	-3
30	CC[C@H](C)Cc1cn([C@@H](CCCN=C(NC(=O)OC(C)(C)C)NC(=O)OC(C)(C)C)C(=O)NCCCCCCCCCCC(=O)N2CCN(C(=O)OC(C)(C)C)CC2)nn1	8	-43	x	x
31	COCC(=O)Nc1ccc2c(c1)C(=O)N(C)C[C@H](OC)[C@H](C)CN(C(=O)Cc1cccnc1)[C@H](C)CO2	-2	-5	9	-9
32	O=C(COC(=O)/C=C/c1cccc(C(F)(F)F)c1)NC(=O)NC1CCCC1	-2	3	-3	1

entry	miR-122 sensor	Cneo AK release	CFTR F508del cor	PglD DTNB
25	-17[16.7 µM]	2	-3.7	-1
26	-7	2	x	x
27	39[16.7 µM]	-2	4.5	-1
28	-6[16.7 µM]	-1	0.6	12
29	-5[16.7 µM]	x	-3.6	x
30	18	-3	x	-3
31	x	-4	-2.3	2
32	-3	-1	-2.1	-3

Filtered by structure, those above containing fluorine (5)
entry	SMILES	PGC1a acetyl inh	Statin myotox sup	GSIS activator	FN deposition inh
8	O=C(Cc1ccncc1)NCC[C@H]1CC[C@H](NC(=O)Nc2cccc(F)c2)[C@H](CO)O1	8	1	-2	13
23	OCC1(Cc2cccc(Cl)c2)CCCN(Cc2ccc3cc(F)ccc3n2)C1 (stereo unspecified)	8	2	-4	x
27	Cc1ccc(-c2ccc3c(c2)O[C@@H](CN(C)C(=O)Nc2ccc(C(F)(F)F)cc2)[C@H](C)CN([C@H](C)CO)S3(=O)=O)cc1	5	x	-8	2
28	CN1CCN(C(=O)C[C@H]2CC[C@@H]3[C@H](COC[C@H](O)CN3C(=O)c3ccccc3F)O2)CC1	2	-12	-4	-17
32	O=C(COC(=O)/C=C/c1cccc(C(F)(F)F)c1)NC(=O)NC1CCCC1	-2	3	-3	1

entry	miR-122 sensor	Cneo AK release	CFTR F508del cor	PglD DTNB
8	x	-1	2.4	3
23	-4	-12	-0.7	2
27	39[16.7 µM]	-2	4.5	-1
28	-6[16.7 µM]	-1	0.6	12
32	-3	-1	-2.1	-3

New compounds follow.
entry	SMILES	PGC1a acetyl inh	Statin myotox sup	GSIS activator	FN deposition inh
33	Cc1cc2nsnc2c(S(=O)(=O)NCC(=O)O)c1C	2	19	-23	x
34	CN(C)C(=O)C[C@H]1C=C[C@@H](NC(=O)NC2CCCCC2)[C@H](CO)O1	4	2	12	x
35	Cc1ccc(C)c(S(=O)(=O)NNC(=O)Nc2ccccc2Cl)c1	x	8	5	5
36	Cc1ccc(N(C(=O)CNC(=O)c2ccco2)C(C(=O)NC2CCCC2)c2ccncc2)cc1F (stereo unspecified)	-4	2	-8	4
37	CCCn1cnc2sc(CC)cc2c1=O	-1	x	2	x
38	O=[N+]([O-])c1cccc(-c2ccc(CN3CCCCC3)o2)c1	10	-5	5	3
39	CCN1C[C@@H]2[C@@H]3C(=O)N(C)C(=O)[C@@H]3[C@](CC)(C1=O)N2C(=O)c1ccc(C(C)(C)C)cc1	5	4	2	-12
40	CNC(=O)C(=O)NCC(c1cccs1)S(=O)(=O)c1ccc(C)cc1 (stereo unspecified)	-1	4	14	-4

entry	miR-122 sensor	Cneo AK release	CFTR F508del cor	PglD DTNB
33	1	3	-4.6	4
34	2[16.7 µM]	-1	-1.3	3
35	x	-2	-1.2	0
36	-5	-1	-0.8	-3
37	-2	-1	x	-5
38	3	4	-1.4	7
39	-5	0	0.8	4
40	-2	0	-0.7	x

entry	SMILES	PGC1a acetyl inh	Statin myotox sup	GSIS activator	FN deposition inh
41	COCCNc1nc2c(c(=O)n(C)c(=O)n2C)n1Cc1cccc(C)c1	6	-7	x	1
42	COc1cccc(-c2ccc3c(c2)[C@H]2[C@H](CCN2S(=O)(=O)c2ccccc2C)[C@H](CO)N3)c1	7	-2	29	2
43	COc1ccc2[nH]c(=O)c(CN(C(=O)c3cccnc3)c3ccc(C)cc3C)cc2c1	-3	x	-13	2
44	O=C(C[C@H]1CC[C@H](NC(=O)Cc2ccccn2)[C@@H](CO)O1)NCCCN1CCOCC1	-1	3	24	-10
45	CC(C)OC(=O)CSc1nnc(-c2ccccn2)n1-c1ccccc1	9	0	x	x
46	O=c1c2ccccc2nnn1CSc1nnnn1-c1ccccc1	2	-2	x	-11
47	CCOc1ccc(S(=O)(=O)N2CCCC(C(=O)NCc3ccccn3)C2)cc1C (stereo unspecified)	-13	0	24	3
48	CCOc1ccc(C(C)=O)cc1COC(=O)c1cc([N+](=O)[O-])ccc1N1CCOCC1	0	-14	18	9

entry	miR-122 sensor	Cneo AK release	CFTR F508del cor	PglD DTNB
41	0	3	x	-1
42	2[16.7 µM]	-12	0.8	-5
43	3	-5	0.2	-6
44	x	1	1.3	1
45	2	1	x	2
46	-9	0	x	1
47	8	1	0.3	2
48	-3	1	5.0	-4

entry	SMILES	PGC1a acetyl inh	Statin myotox sup	GSIS activator	FN deposition inh
49	CN1CCCC(OC(=O)c2ccc(C(C)(C)C)cc2)C1 (stereo unspecified)	x	-5	-9	-1
50	O=C(CNC(=S)NC(=O)c1ccco1)c1ccccc1	-1	-8	x	x
51	COCC(=O)N1C[C@@H](C)[C@@H](OC)CN(C)C(=O)c2cc(NC(=O)Nc3cccc(F)c3)ccc2OC[C@@H]1C	-1	5	8	-7
52	COc1ccccc1/C=N/NC1=NCCCCC1	1	-8	x	x
53	COc1cccc(OC2(C)CCN(Cc3ccc(-c4ccccn4)cc3)C2)c1 (stereo unspecified)	x	-3	-16	-16

entry	miR-122 sensor	Cneo AK release	CFTR F508del cor	PglD DTNB
49	-3	2	0.7	-2
50	-2	-1	x	2
51	x	46	-2.2	-2
52	x	8	x	8
53	-7	0	-3.0	-1

Screening results deposited in PubChem BioAssay by Broad Institute.
